Screening data as filed in PubChem.
EWS-Fli inh: blocks EWS/Fli oncoprotein-driven transcription; inhibition, % at 12.6 µM; A673 NR0B1-luciferase reporter, viability-normalised; AID 651661; actives 0.67% (n = 350,000);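 active = mean inhibition of at least 50% after viability correction, with every replicate also passing that limit; inconclusive = mean reaches 50% but only one of two replicates passes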;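 also: firefly luciferase signal divided by Alamar Blue viability fluorescence both relative to DMSO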
FN deposition inh: fibronectin deposition inhibition; inhibition, % at 12.6 µM; AID 743247; actives 0.086% (n = 350,000); AH1F fibroblasts, Alexa488-fibronectin deposition fluorescence, overnight;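 active = mean inhibition across replicates of 30% or more, regardless of how many single replicates reach that level; inconclusive = mean under 30% yet at least half of replicates reach 30%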;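 also: positive control wells lacked labelled fibronectin entirely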
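Material: AH1F fibroblasts assembling fluorescent fibronectin matrix; amount: 10000 AH1F cells/well; medium: DMEM, 2% serum; reagent: Alexa488-fibronectin, 24 nM final in well; dosing: single compound dose, delivered by pin transfer; incubation: 1 h adhesion, overnight exposure; detection: fluorescence after three HBSS washes, excitation 485 nm, emission 525 nm; measure: fibronectin deposition inhibition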
PAX8 reporter: inhibitors of PAX8 transcriptional activity in RMG-I cells; actives 1.2% (n = 360,000); RMG-I TPO-luciferase reporter, SteadyGlo, 24 h; inhibition, % at 12.6 µM; AID 652154;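 active = mean replicate inhibition at least 60% with every replicate also reaching 60%; inconclusive = only one of the two criteria is met; inactive = mean below 60% and not all replicates reaching 60%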;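 also: luciferase light reporting Pax8 driven TPO promoter activity; plate controls were median of neutral control wells for no effect and mitoxantrone controls for full effect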
DENV2 CPE rescue: protects cells from dengue virus 2 cytopathic effect; actives 1.7% (n = 350,000); DENV2-infected cells, cytopathic effect rescue, plate reader; CPE inhibition, % at 9.99 µM; in the data active = CPE inhibition above about 20%, passing the limit was not always enough; inconclusive = no clear call, values can overlap the other calls; tested in BHK-21 cells;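 also: 0% = median of neutral control wells and 100% = median of positive control wells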
INS-1E GSIS act: primary screen for activators of insulin secretion dependent on glucose, INS-1E cells, GLuc reporter luminescence | INS-1E GLuc reporter insulin secretion, 2-3 h | activation, % at 16.6 µM | actives 0.61% (n = 370,000) | AID 743287;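 active = lowest replicate activation of at least 40%, so every replicate reaches that level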;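 also: 0% = median of neutral control wells and 100% = median of IBMX positive control wells; some compounds called inactive have numbers as strong as hits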
CFTR F508del cor: CFTR F508del correction in bronchial cells; CFBE cells, YFP halide quenching; stimulated with forskolin plus potentiator P3; % fluorescence drop versus neutral controls; activity (quench increase), % at 7.58 µM; actives 0.36% (n = 350,000); AID 720511;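 active = mean added fluorescence quench of at least 8% versus neutral control, with both replicates also reaching 8%; inconclusive = only one of the mean or replicate conditions met; inactive = mean below 8% and not both replicates reaching 8%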;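 also: cells transiently co-express mutant CFTR-F508del with the halide-sensitive YFP; corrector assay measuring rescue of mutant channel to the surface after 24 h compound exposure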
miR122 inh: inhibitors of miR-122 in Huh7 cells; Huh7 miR-122 Renilla luciferase sensor, 48 h; neutral wells = 0, positive control = 100; activation (reporter increase), % at 12.5 µM; AID 602342; actives 0.3% (n = 340,000);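 active = mean replicate activation score at least 90 and every replicate individually at or above 90; inconclusive = only one of the two criteria met; inactive = neither criterion met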;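 also: higher luciferase means less miR-122 activity so hits act as miR-122 inhibitors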
* hit, by the source's call; ? = inconclusive; . = no result given; & = joins results of further samples; [ ] = remark or other dose.

SMILES	EWS-Fli inh	FN deposition inh	PAX8 reporter	DENV2 CPE rescue	INS-1E GSIS act	CFTR F508del cor	miR122 inh
Cc1ccccc1OCCC(=O)OCC(=O)NC(C)c1ccccc1 (stereo not drawn)	-4	-4	9	5	0	-4.3	.
CCOC(=O)/C(=C/C=C/c1ccccc1)NC(=O)c1ccccc1	-11	5	-11	-5	-4	-1.2	.
CC(CN1CCC(n2nccc2NC(=O)c2ccccc2Cl)CC1)c1ccccc1 (stereo not drawn)	.	0	4	15	-5	-3.3	-7
O=C(c1ccc(F)cc1)N1C[C@H]2[C@@H](c3ccccc31)[C@@H](CO)N2C(=O)c1ccccc1	-1	-2	-2	-3	-3	4.1	0[16.7 µM]
C/C(N)=C(/C#N)C(=O)COC(=O)c1ccncc1	.	0	-18	.	.	.	5
CCCc1nc2ccc(C)cn2c1Cc1ccccc1C(F)(F)F	14	-3	6	?	1	-1.6	0
O=C(N/N=C/c1cccc(OCc2ccccc2)c1)c1cccs1	.	3	-80	.	.	.	7
Cc1nnc(NC(=O)C(C)Sc2nnc(CCNC(=O)c3ccccc3F)n2C)s1 (stereo not drawn)	-10	-9	2	-2	21	-2.9	-1
CCNc1nc(N)nc(Oc2ccc(OCc3ccccc3)nn2)n1	-2	.	.	-4	2	4.7	-7
CCN(c1ccccc1)S(=O)(=O)c1ccc(OC)c(NC(=O)Cc2ccccc2OC)c1	1	8	29	7	.	-1.8	.
CC(=O)c1ccccn1	-1	.	.	-11	.	4.3	2
O=C(C[C@H]1CC[C@@H]2NC[C@@H](O)COC[C@H]2O1)Nc1nccs1	-5	.	-6	18	.	-1.5	-1[16.7 µM]
COc1ccc2c3c([nH]c2c1)[C@H](CO)N(C(=O)C1CC1)CC31CN(S(C)(=O)=O)C1	3	.	3	3	18	-0.4	.
CCCC1=Nc2cc(C(=O)NCCN3CCOCC3)ccc2Sc2ccccc21	.	5	14	-2	-2	-2.3	1
Cc1[nH]c2ccccc2c1/C=N/Nc1ccc([N+](=O)[O-])cc1S(=O)(=O)Nc1ccc(Cl)cc1	.	0	.	.	12	.	0
O=C(Cn1sc2ccccc2c1=O)Nc1ccc(Br)cc1	15	-3	11	?	-18	-5.2	-1
COc1ccccc1N1CCN(C(=O)CCCn2c(=O)[nH]c3ccsc3c2=O)CC1	-6	-3	-14	?	.	-0.3	3
Cc1cc(C)c(S(=O)(=O)Nc2cccc(-n3cnnn3)c2)c(C)c1	-31	14	12	7	-5	-1.8	63
O=C(NCC(=O)N1CCN(c2ccccc2F)CC1)c1ccco1	-14	5	-23	8	3	0.1	-3
COc1ccc(NC(=O)N2CCCc3cc(C)ccc32)c(OC)c1	-4	-1	-3	?	-22	-2.7	.
Cc1cccc(-c2ccc([C@@H]3[C@@H](CO)N4C(=O)CN(C(=O)c5ccccc5)C[C@H]34)cc2)c1	3	.	14	2	6	2.5	.
CN1CCN(C(=O)C2=C[C@H](c3ccc4c(c3)OCO4)C[C@H](OCc3ccc(CO)cc3)O2)CC1	-4	3	-8	-9	19	1.1	-12
CC(=O)Nc1cccc(NC(=O)C(=O)NCC(c2ccco2)N2CCc3ccccc3C2)c1 (stereo not drawn)	0	1	10	-4	-18	0.2	.
O=C(/C=C/c1ccccc1)NCC(=O)N/N=C/c1cccs1	.	0	.	14	4	-1.4	1
O=C(C[C@@H]1CC[C@@H]2[C@H](COC[C@@H](O)CN2S(=O)(=O)c2cccc(F)c2)O1)Nc1ccccc1	.	17	.	1	15	-1.2	-3[16.7 µM]

In a second layout: entries from further up
Screens in order – EWS-Fli inh, FN deposition inh, PAX8 reporter, DENV2 CPE rescue, INS-1E GSIS act, CFTR F508del cor, miR122 inh
CC(=O)c1ccccn1
 : -1, ., ., -11, ., 4.3, 2
O=C(C[C@H]1CC[C@@H]2NC[C@@H](O)COC[C@H]2O1)Nc1nccs1
 : -5, ., -6, 18, ., -1.5, -1[16.7 µM]
COc1ccc2c3c([nH]c2c1)[C@H](CO)N(C(=O)C1CC1)CC31CN(S(C)(=O)=O)C1
 : 3, ., 3, 3, 18, -0.4, .
CCCC1=Nc2cc(C(=O)NCCN3CCOCC3)ccc2Sc2ccccc21
 : ., 5, 14, -2, -2, -2.3, 1
Cc1[nH]c2ccccc2c1/C=N/Nc1ccc([N+](=O)[O-])cc1S(=O)(=O)Nc1ccc(Cl)cc1
 : ., 0, ., ., 12, ., 0

Three of these compounds in a different format.
structure: O=C(NCC(=O)N1CCN(c2ccccc2F)CC1)c1ccco1
- EWS-Fli inh: -14
- FN deposition inh: 5
- PAX8 reporter: -23
- DENV2 CPE rescue: 8
- INS-1E GSIS act: 3
- CFTR F508del cor: 0.1
- miR122 inh: -3
structure: COc1ccc(NC(=O)N2CCCc3cc(C)ccc32)c(OC)c1
- EWS-Fli inh: -4
- FN deposition inh: -1
- PAX8 reporter: -3
- DENV2 CPE rescue: ?
- INS-1E GSIS act: -22
- CFTR F508del cor: -2.7
- miR122 inh: .
structure: Cc1cccc(-c2ccc([C@@H]3[C@@H](CO)N4C(=O)CN(C(=O)c5ccccc5)C[C@H]34)cc2)c1
- EWS-Fli inh: 3
- FN deposition inh: .
- PAX8 reporter: 14
- DENV2 CPE rescue: 2
- INS-1E GSIS act: 6
- CFTR F508del cor: 2.5
- miR122 inh: .

The listing continues.
SMILES	EWS-Fli inh	FN deposition inh	PAX8 reporter	DENV2 CPE rescue	INS-1E GSIS act	CFTR F508del cor	miR122 inh
Cc1ccc(S(=O)(=O)Nc2ccc3c(c2)C(=O)N([C@H](C)CO)C[C@@H](C)[C@@H](CN(C)C(=O)CCCN(C)C)OCCCC[C@H](C)O3)cc1	-4	4	-5	-2	18	3.2	10[16.7 µM]
CCOc1ccccc1N(CC(=O)Nc1cccnc1)S(=O)(=O)c1ccc(C)cc1	1	14	-3	5	-3	0.8	128*
C#CCNC(=O)C1=C[C@H](C(C)(C)C)C[C@H](OCCCCO)O1	-7&-1	2	10&-19	8&-14	.	0.0&-4.7	0
NS(=O)(=O)c1ccc(-n2nncc2-c2ccco2)cc1	3	-3	8	-2	18	3.9	1
COc1ccc(-c2cn(CC[C@H]3CC[C@H](NC(=O)CCN4CCCCC4)[C@@H](CO)O3)nn2)cc1	-23	3	-5	-3	12	0.3	.
CCC(=O)Nc1ccc2c(c1)OC[C@H](C)N(CC1CCOCC1)C[C@H](C)[C@H](OC)CN(C)C2=O	-3	-6	3	5	5	1.4	-1[16.7 µM]
COc1ccc(-n2c(-c3ccccc3)cc3c2CCCC3=O)cc1	18	.	.	6	-26	2.9	-2
Cc1cccc(N(Cc2ccccc2)C(=O)c2cc(S(=O)(=O)N3CCOCC3)ccc2Cl)c1	25	-4	19	-2	-30	-1.6	.
CN1C(=O)c2cc(NC(=O)C3CCOCC3)ccc2OC[C@H]2O[C@H](CC(=O)NCCc3ccncc3)CC[C@H]21	5	13	-7	10	13	.	.
CN(C)CCCNC(=O)[C@@H]1[C@@H](CO)[C@@H]2Cn3c(cccc3=O)[C@H]1N2CC1CC1	-4	.	.	-2	11	.	.
CCOC(=O)c1nnn(-c2nc(OC)nc(N(C)C)n2)c1-c1ccccc1	.	3	6	.	.	.	-1
NC(=O)c1ccc(-c2ccccc2F)cc1	-5	-1	10	3	3	0.8	.
O=C(C[C@H]1CC[C@@H]2[C@H](COC[C@@H](O)CN2S(=O)(=O)c2ccc(Cl)cc2)O1)N[C@@H]1CCN(Cc2ccccc2)C1	5	-3	15	15	-4	-0.6	1[16.7 µM]
CN(C)CCNC(=O)Cn1c(=O)c2cccn2c2ccc(F)cc21	-6	-2	-6	2	12	-0.4	-3
CN1/C(=C/C(=O)C2CCC2)Sc2ccccc21	-84	.	.	-4	-8	1.0	.
CCOCCCNC(=S)N1CCN(Cc2ccco2)CC1	-11	10	-7	-5	5	-1.5	2
CC1CN(C(=O)c2ccc(S(=O)(=O)Nc3ccccc3Cl)cc2)CC(C)O1 (stereo not drawn)	.	11	17	-3	9	0.8	.
CCOc1ccccc1N1CCN(C(=O)c2ccc3c(c2)OCO3)CC1	.	.	14	-7	2	2.2	-1
C[C@@H]1CN([C@H](C)CO)C(=O)c2cc(NC(=O)Cn3cnnn3)ccc2O[C@@H]1CN(C)Cc1ccc(C(F)(F)F)cc1	.	-6	6	4	2	-0.4	-8[16.7 µM]
CCCCOc1ccc(CN=C(N)N)cc1Cl	15	-3	22	-5	-31	-2.1	.
CC(C)NC(=O)N(C)C[C@H]1Oc2cc(C#Cc3ccccn3)ccc2S(=O)(=O)N([C@@H](C)CO)C[C@H]1C	-19	.	.	0	12	1.1	-11[16.7 µM]
N#CC(C#N)=c1ccc2c(c1)N1C(c3ccccc3)=CC(c3ccccc3)C3CCCCC31N=2 (stereo not drawn)	-1	1	9	-3	5	-0.9	-24
COc1ccccc1/C=C/C=N/n1c(-c2ccccn2)n[nH]c1=S	-59	2	-67	?	.	-0.5	-6
CCOc1ccc(NCc2cccn2-c2nnc(N3CCC(C(=O)NCCCN4CCCCC4C)CC3)s2)cc1 (stereo not drawn)	13	17	-9	0	0	-0.8	5
O=C(COC(=O)/C=C/c1cccc([N+](=O)[O-])c1)NCCCN1CCCC1=O	-8	-1	-2	-3	-8	1.1	-13

2 consecutive records out of the list so far, for reference:
SMILES	EWS-Fli inh	FN deposition inh	PAX8 reporter	DENV2 CPE rescue	INS-1E GSIS act	CFTR F508del cor	miR122 inh
Cc1ccccc1OCCC(=O)OCC(=O)NC(C)c1ccccc1 (stereo not drawn)	-4	-4	9	5	0	-4.3	.
CCOC(=O)/C(=C/C=C/c1ccccc1)NC(=O)c1ccccc1	-11	5	-11	-5	-4	-1.2	.

As entered above:
O=C(C[C@H]1CC[C@@H]2[C@H](COC[C@@H](O)CN2S(=O)(=O)c2ccc(Cl)cc2)O1)N[C@@H]1CCN(Cc2ccccc2)C1 – DENV2 CPE rescue: 15
CCOC(=O)c1nnn(-c2nc(OC)nc(N(C)C)n2)c1-c1ccccc1 – PAX8 reporter: 6

Continuation:
SMILES	EWS-Fli inh	FN deposition inh	PAX8 reporter	DENV2 CPE rescue	INS-1E GSIS act	CFTR F508del cor	miR122 inh
CCC(=O)Nc1ccc2c(c1)C(=O)N(C)[C@H]1CC[C@@H](CC(=O)N3CCCCC3)O[C@H]1CO2	-5	1	5	?	2	0.2	-3[16.7 µM]
Cc1ccc2nc3sc(C(=O)N4CCCc5ccccc54)c(N)c3cc2c1	.	1	22	.	.	.	15
O=C(NNC(=S)NC1CC2C=CC1C2)c1cccnc1 (stereo not drawn)	1	2	-2	9	-8	4.3	9
COc1cc(C(=O)Nc2ccc(C(=O)c3cccs3)cc2)cc(OC)c1OC	7	-10	12	?	-8	2.9	-7
CCOC(=O)c1sc(/N=C/c2c(O)ccc3ccccc23)cc1C	-2	3	-128	4	-12	.	.
CC(=O)c1ccc(S(=O)(=O)Nc2ccc(C(=O)NCC(c3cccs3)N3CCOCC3)cc2)cc1 (stereo not drawn)	16	1	4	1	7	3.4	-3
OC[C@H]1[C@H](c2ccc(C#Cc3ccccc3)cc2)[C@H]2CN(Cc3cncnc3)CCCCN21	-8	.	5	3	4	1.1	-5[16.7 µM]
